# TDP-43 yeast inh: qHTS of TDP-43 Inhibitors | Potency, µM (titrated, usually from 46.1 µM), inactives show at the highest dose growth rescue (activation), usual class: activators | 410,000 tested, 1.8% active | TDP-43 expressing yeast growth rescue, BacTiter-Glo, 24 h; also: % of control where 0% means no effect; nearly all actives have a fitted effect of over 50% in size
#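 Yeast expressing TDP-43 (pregrown in raffinose, seeded at OD600=0.02 in galactose medium) exposed to compounds 24 hr at 30 deg C. Growth read by BacTiter-Glo luminescence; rescue of toxicity appears as increased signal.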
# FUS suppressor: qHTS for Suppressors of FUS Proteinopathy: Primary screen using FUS-linked yeast assay; S. cerevisiae FUS-expressing, growth rescue, OD600, 24 h; Potency, µM (highest dose often 76.6 µM), inactives show at the highest dose growth rescue (activation), hits mostly activators; 390,000 tested, 0.24% active; AID 1347120, 2019;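 also: plate controls were DMSO vehicle for no effect and reference control for full effect; nearly all actives have a fitted effect of over 55% in size; some results filed as inactive show a strong effect at the top dose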
#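 Compound concentration series was pinned onto galactose-induced FUS-expressing yeast seeded at OD 0.005. Plates sat 24hr at 30C; absorbance at 600 nm gave growth. DMSO served as background control.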
# PTHR1 agonist: qHTS for PTHR1 Agonists: Primary Screen; 410,000 tested, 0.075% active; HEK293 GP2 PTHR1 cells, GloSensor cAMP luminescence, 1 h; Parathyroid hormone/parathyroid hormone-related peptide receptor (Homo sapiens), Q03431; Potency, µM (series often up to 115 µM), for inactives: at the top dose activation, most hits filed as activators; also: nearly all actives have a fitted effect of over 55% in size; some results filed as inactive show a strong effect at the top dose; inactives centre near -15; many of its hits are not listed in these tables
# Target sequence (Q03431 whole entry, looked up): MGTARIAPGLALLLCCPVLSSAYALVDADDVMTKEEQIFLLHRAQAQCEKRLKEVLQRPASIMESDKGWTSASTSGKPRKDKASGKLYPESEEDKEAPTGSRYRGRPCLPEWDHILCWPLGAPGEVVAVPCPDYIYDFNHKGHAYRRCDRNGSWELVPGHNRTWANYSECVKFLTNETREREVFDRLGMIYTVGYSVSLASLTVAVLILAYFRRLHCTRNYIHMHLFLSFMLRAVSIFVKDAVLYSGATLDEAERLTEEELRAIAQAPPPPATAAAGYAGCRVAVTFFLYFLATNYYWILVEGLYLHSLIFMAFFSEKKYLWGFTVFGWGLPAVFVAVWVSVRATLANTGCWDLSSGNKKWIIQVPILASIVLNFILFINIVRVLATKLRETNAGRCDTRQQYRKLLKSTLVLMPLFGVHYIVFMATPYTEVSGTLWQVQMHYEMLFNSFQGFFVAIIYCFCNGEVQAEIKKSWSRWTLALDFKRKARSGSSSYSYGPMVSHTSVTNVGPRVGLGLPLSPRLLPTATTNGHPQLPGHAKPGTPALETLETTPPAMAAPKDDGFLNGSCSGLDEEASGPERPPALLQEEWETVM
#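 HEK-293-derived GP2 cells expressing PTHR1 and a GloSensor cAMP reporter, 3,000/well, plated overnight, given luciferin plus IBMX (each 0.5 mM as added) for 1 h at 37 °C, then compound for 1 h at 37 °C. Luminescence was read after 15 min at room temperature.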
# An asterisk follows results filed as active; i = inactive; ? = inconclusive; [ ] = dose if it differs, or a comment. Calls follow the shape of the dose curve; as a rule, active = well fitted curve in the direction sought with a large enough effect; inconclusive = small, poorly fitted or top-dose-only effect, or another doubt; inactive = no such curve, though single readings can be large; an effect the other way counts as inactive or inconclusive. Potency is read from the fitted curve at half-maximal effect. An excerpt. The share of hits here may be higher or lower than overall.
# Sample of the layout, 4 compounds:
SMILES,TDP-43 yeast inh,FUS suppressor,PTHR1 agonist
COc1ccc(CNC(=O)c2cc3c(=O)n(Cc4cccs4)ccc3nc2C)cc1,-2%,7%,?
Cc1nn(CC(=O)NCC(C)c2ccccc2)c(=O)c2cc3ccccc3n12 (stereo not drawn),24%,-21%,i
CCCCSCCCNC(=O)c1cn(CC)c2ccc(S(=O)(=O)N(C)C3CCCCC3)cc2c1=O,2%,11%,-93%[inhibitor]
CCOC(=O)c1ccc(N=C2SC(C(=O)Nc3ccccc3)CC(=O)N2C)cc1 (stereo not drawn),13%,11%,i

# The whole of this part (from the top)
SMILES,TDP-43 yeast inh,FUS suppressor,PTHR1 agonist
COc1ccc(CNC(=O)c2cc3c(=O)n(Cc4cccs4)ccc3nc2C)cc1,-2%,7%,?
Cc1nn(CC(=O)NCC(C)c2ccccc2)c(=O)c2cc3ccccc3n12 (stereo not drawn),24%,-21%,i
CCCCSCCCNC(=O)c1cn(CC)c2ccc(S(=O)(=O)N(C)C3CCCCC3)cc2c1=O,2%,11%,-93%[inhibitor]
CCOC(=O)c1ccc(N=C2SC(C(=O)Nc3ccccc3)CC(=O)N2C)cc1 (stereo not drawn),13%,11%,i
Cc1ccc(CCNC(=O)CCCn2c(=O)c3ccccc3n(Cc3ccccc3C#N)c2=O)cc1,27%,5%,-7%
Cc1ccc(NC(=O)CN2C(=O)C(c3ccc(C)cc3)=NC23CCCCCC3)cc1,15%,-12%,15%
COc1ccc(Cn2c(=O)c3oc4ccccc4c3n(Cc3ccc(Cl)cc3)c2=O)cc1,-5%,-2%,24%
CCOc1ccc(NC(=O)CCc2c(C)nc3nc(-c4cc(OC)cc(OC)c4)nn3c2C)cc1,-2%,11%,-93%[inhibitor]
COc1ccc(Cl)cc1NC(=O)CCS(=O)(=O)c1nc(-c2cccs2)cc(C(F)(F)F)n1,?,8%,-38%[inhibitor]
CCc1cccc(C)c1Nc1c(-c2cccs2)nc2nc(C)cc(C)n12,0%,-20%,-23%
Cc1cc(C)c(NC(=O)CCCN2C(=O)COc3ccc(C)cc32)c(C)c1,8%,6%,-19%
Cc1cc(C)n(C(C)CC(=O)NCc2ccc(N(C)C)cc2)n1 (stereo not drawn),-2%,-8%,-21%
Cc1ccc(-n2ncc3c(NC4CCCCC4)ncnc32)cc1,23%,-5%,-20%
COc1ccc(C(=O)Oc2c(Sc3ccc(C)cc3)c(C)nn2C(C)(C)C)c(OC)c1,4%,37%,-28%
Cc1ccsc1CN(C(=O)c1oc2ccc(Br)cc2c1C)C1CCS(=O)(=O)C1 (stereo not drawn),32%,34%,-20%
CC(=O)c1cccc(Nc2nn(-c3ccc(OC(F)(F)F)cc3)nc2C(C)=O)c1,7%,12%,-41%[inhibitor]
CC(C)Nc1cc(N2CCN(C3CCCCC3)CC2)c2noc3c2c1C(=O)c1ccccc1-3,12%,-11%,i
COc1ccccc1OCC(=O)Nc1cc(-c2ccc(C)cc2)no1,16%,-13%,-49%[inhibitor]
O=C(CSc1nc(=O)[nH]c2c1CCC2)NCc1ccc(Cl)cc1,18%,-16%,i
CCOC(=O)c1[nH]c2c(c1Cc1ccccc1)C(=O)CC(c1ccccc1)C2 (stereo not drawn),13µM*,16%,i

# 2 of these compounds in a different format.
CCOC(=O)c1ccc(N=C2SC(C(=O)Nc3ccccc3)CC(=O)N2C)cc1 (stereo not drawn)
  TDP-43 yeast inh: 13%
  FUS suppressor: 11%
  PTHR1 agonist: i

Cc1ccc(CCNC(=O)CCCn2c(=O)c3ccccc3n(Cc3ccccc3C#N)c2=O)cc1
  TDP-43 yeast inh: 27%
  FUS suppressor: 5%
  PTHR1 agonist: -7%

# Rewritten with each value named: part of the list above.
Cc1ccc(-n2ncc3c(NC4CCCCC4)ncnc32)cc1
- TDP-43 yeast inh: 23%
- FUS suppressor: -5%
- PTHR1 agonist: -20%
COc1ccc(C(=O)Oc2c(Sc3ccc(C)cc3)c(C)nn2C(C)(C)C)c(OC)c1
- TDP-43 yeast inh: 4%
- FUS suppressor: 37%
- PTHR1 agonist: -28%
Cc1ccsc1CN(C(=O)c1oc2ccc(Br)cc2c1C)C1CCS(=O)(=O)C1 (stereo not drawn)
- TDP-43 yeast inh: 32%
- FUS suppressor: 34%
- PTHR1 agonist: -20%
CC(=O)c1cccc(Nc2nn(-c3ccc(OC(F)(F)F)cc3)nc2C(C)=O)c1
- TDP-43 yeast inh: 7%
- FUS suppressor: 12%
- PTHR1 agonist: -41%[inhibitor]

# Carrying on.
SMILES,TDP-43 yeast inh,FUS suppressor,PTHR1 agonist
Cc1ccccc1Nc1c(-c2ccc(O)cc2)nc2c(C)cccn12,2%,-7%,-59%[inhibitor]
Cc1ccc(S(=O)(=O)c2cn(C)c3cc(N4CCOCC4)c(F)cc3c2=O)c(C)c1,7%,-16%,i
CCOc1ccccc1NC(=O)c1ccc2c(c1)CCN2S(=O)(=O)c1ccc(C)cc1,0%,17%,-16%
O=C(Nc1ccccc1C(=O)OCc1cc(=O)n2nc(C3CC3)sc2n1)c1cccc(F)c1,7%,-17%,-22%
Cc1cccc(NC(=O)CSc2nc3ccc(NC(=O)COc4ccccc4C)cc3s2)c1,14%,20%,-9%
Cc1ccc(NC(=O)C2CCCN2S(=O)(=O)c2cccc3nsnc23)cc1Cl (stereo not drawn),?,29%,-32%[inhibitor]
CCOC(=O)C1=C(C)N=C2SCCC(=O)N2C1c1ccc(OCc2ccccc2)c(OC)c1 (stereo not drawn),6%,?,i
COc1ccc(-c2cnc(C)o2)cc1S(=O)(=O)Nc1cccc(C(F)(F)F)c1,?,11%,i
COCCNC(=O)C1CCN(Cc2cc3ccccc3n2Cc2ccc(C)cc2)CC1,21%,-5%,-32%[inhibitor]
CCC(Sc1nncn2c1cc1sccc12)C(=O)Nc1cccc(OC)c1 (stereo not drawn),13%,?,-17%
CCS(=O)(=O)NCCc1sc2nc(-c3ccc(OC)cc3)nn2c1C,40%,12%,-14%
O=C(CSc1cn(CC(=O)N2CCOCC2)c2ccccc12)Nc1ccccc1,21%[9.22 µM],-18%,i
COc1ccc(OCC(=O)N(Cc2cccs2)c2ccc(OC)cc2)cc1,?,44%,i
COc1ccc(NC(=O)CN2C(=O)C(c3ccc(C(C)(C)C)cc3)=NC2(C)C)cc1Cl,23%,-22%,-23%
Cc1ccc(CNC(=O)Cn2ncc3c(C)n(Cc4ccc(Cl)cc4)c(C)c3c2=O)cc1,7%,11%,-41%[inhibitor]
COc1ccc(CNC(=O)c2ccc3c(c2)CCN3S(=O)(=O)c2ccc(C)cc2)cc1,6%,17%,-25%
CCOC(=O)c1cnc2c(ccc3ccccc32)c1Nc1cccc(Cl)c1,7%,21%,0%
Cc1ccc(NC(=O)N2CCN(c3nnc(C)c4c(C)n(-c5ccccc5)nc34)CC2)cc1Cl,20%,-12%,i
Cn1nnc2c(NCc3ccc(Cl)cc3)ncnc21,11µM*,-9%,-33%[inhibitor]
CCOC(=O)c1[nH]c(C)c(CCC(=O)Nc2cc(Cl)ccc2C)c1C,16%[9.22 µM],-7%,i
COc1ccccc1C(=O)N1CCCCC1CCN1CCOCC1 (stereo not drawn),21%,-1%,-21%
CCN1CCOC(=O)C1CC(=O)Nc1ccc(Br)cc1 (stereo not drawn),?,34%,-19%
Cc1ccc(NC(=O)C2CCCN(S(=O)(=O)c3cccc4nsnc34)C2)cc1C (stereo not drawn),20%,-19%,-24%
CCOC(=O)c1ccc(Nc2c(-c3ccc(N(C)C)cc3)nc3nc[nH]n23)cc1,?,18%,-24%
CCOC(=O)CC(NC(=O)CCc1c(C)nc2c(c(C)nn2-c2ccc(C)c(C)c2)c1C)c1ccc(C)cc1 (stereo not drawn),-2%,-13%,-1%
Cc1ccc(NC(=O)CCSc2nc(-c3ccco3)cc(C(F)(F)F)n2)cc1F,4%,7%,-37%[inhibitor]
CCOc1ccccc1NC(=O)Cn1c(=O)n(Cc2ccc(C(=O)NCCCOC)cc2)c(=O)c2ccccc21,-24%,-29%,-6%
CCc1cc2c(-c3ccccc3)cc(=O)oc2c2c1OCN(Cc1ccc(C)cc1)C2,-10%,18%,i
O=C(CSc1nc2c(oc3ccccc32)c(=O)[nH]1)Nc1cccc(Cl)c1,9%,22%,i
CCOC(=O)CSc1nc2sc3c(c2c(=O)n1CC)CCCC3,5%,1%,?
COc1cccc(CN2C(=O)c3ccccc3Sc3ccc(C(=O)NCc4ccccc4)cc32)c1,17%,?,i
Cc1ccc2c(=O)c(C(=O)c3ccccc3)cn(CC(=O)Nc3ccccc3)c2n1,12%,3%,i
COCCCNC(=O)c1[nH]c2cc(OC)ccc2c1Sc1ccc(C)cc1,-7%,7%,?
O=c1n(Cc2ccccc2Cl)c2ccccc2c2nc(-c3ccccc3)nn12,0%,-6%,-8%
CC1=C(c2ccc(C(C)C)cc2)S(=O)(=O)N=C1N1CCN(c2ccccc2F)CC1,17%,?,-23%
CCOc1cc(-c2ccc(OC(=O)c3ccccc3)c(OC)c2)cc(=O)c2c(C)oc(C)c12,?,?,-8%
COc1ccc(-n2nc(C(=O)Nc3ccc(Br)cc3C)c3c4ccccc4n(C)c3c2=O)cc1,19%,-24%,i
Cc1ccc(Cn2cnc3nc4c(cc3c2=O)CCCC4)cc1,-14%,25%,i
Cc1ccc(Cn2c(C)c(CNC3CCCCC3)c(C(=O)O)c2C)cc1,-12%,-6%,-4%
COc1ccc(NC(=O)CSc2oc(-c3ccco3)nc2S(=O)(=O)c2ccc(C)cc2)c(OC)c1,17%,?,i
Cc1ccccc1OCc1nc2ccccc2n1Cc1ccccc1Cl,?,22%,-1%
Cc1ccc2nc(-c3ccccn3)c(Nc3ccc(F)cc3)n2c1,-6%,23%,-45%[inhibitor]
CCn1cc(C(=O)N2CCN(c3cc(C)ccc3C)CC2)c(=O)c2cc(S(=O)(=O)N3CCCCC3)ccc21,10%,10%,i
Cc1ccc(-n2c(=O)c3c(cnn3C)n(CC(=O)Nc3ccc(C)cc3C)c2=O)cc1,6%,27%,-18%
CCOc1ccccc1-c1nc(-c2ccc(-c3ccccc3)nc2OCC)no1,23%,-22%,i
CCOc1cccc(C2c3c(-c4cc(C)ccc4O)n[nH]c3C(=O)N2Cc2ccco2)c1 (stereo not drawn),16%,7%,-28%
Cc1cccc(Cn2cc(S(=O)(=O)c3cccc(Cl)c3)c(=O)c3cc(F)c(N4CCOCC4)cc32)c1,0%,-3%,1%
O=C(Nc1ccc(F)c(Cl)c1)C1CCCN1S(=O)(=O)c1ccc(F)cc1 (stereo not drawn),?,-15%,-24%
COc1ccccc1N1CCN(C(=O)c2c(C)oc3ncn(C)c(=O)c23)CC1,0%,-1%,-14%
COc1ccc2c(CNCCc3ccc(SC)cc3)c(C(=O)O)n(Cc3ccc(F)cc3)c2c1,-5%,38%,-14%
COc1ccc(OC)c(NC(=O)c2noc3c2CCCC3)c1,?,15%,i
Cc1ccc(OCC(=O)Nc2ccc(S(=O)(=O)Nc3cc(C)on3)cc2)c(Br)c1,-6%,6%,-6%
O=C(Nc1ccc2nc(SCC(=O)N3CCCC3)sc2c1)c1ccccc1,7%,10%,i

# 3 structures from above, sorted by length of the SMILES, largest number first.
SMILES,TDP-43 yeast inh,FUS suppressor,PTHR1 agonist
Cc1cccc(Cn2cc(S(=O)(=O)c3cccc(Cl)c3)c(=O)c3cc(F)c(N4CCOCC4)cc32)c1,0%,-3%,1%
Cc1ccc2nc(-c3ccccn3)c(Nc3ccc(F)cc3)n2c1,-6%,23%,-45%[inhibitor]
COc1ccc(OC)c(NC(=O)c2noc3c2CCCC3)c1,?,15%,i

# Screening data (PubChem)
